Screens deposited in PubChem BioAssay by Broad Institute.
EWS-Fli block: blocks EWS/Fli oncoprotein-driven transcription. A673 NR0B1-luciferase reporter, viability-normalised. inhibition, % at 12.6 µM. 350,000 compounds, 0.67% hits. AID 651661;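 active = mean inhibition of at least 50% after viability correction, with every replicate also passing that limit; inconclusive = mean reaches 50% but only one of two replicates passes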;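 also: firefly luciferase signal divided by Alamar Blue viability fluorescence both relative to DMSO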
PAX8 reporter: PAX8 transcriptional activity inhibition; RMG-I TPO-luciferase reporter, SteadyGlo, 24 h; inhibition, % at 12.6 µM; 360,000 compounds, 1.2% hits; AID 652154;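 active = mean replicate inhibition at least 60% with every replicate also reaching 60%; inconclusive = only one of the two criteria is met; inactive = mean below 60% and not all replicates reaching 60%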;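 also: luciferase light reporting Pax8 driven TPO promoter activity; plate controls were median of neutral control wells for no effect and mitoxantrone controls for full effect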
SIRT5 inh: sirtuin-5 (human) deacylase inhibition. Q9NXA8. Purified SirT5, succinyl-peptide AMC, trypsin-coupled fluorescence. inhibition, % at 15 µM. 330,000 compounds, 1.1% hits. AID 652115; in the data active = inhibition above about 15%; inconclusive = no clear call, values can overlap the other calls
Target sequence (Q9NXA8 whole entry, looked up): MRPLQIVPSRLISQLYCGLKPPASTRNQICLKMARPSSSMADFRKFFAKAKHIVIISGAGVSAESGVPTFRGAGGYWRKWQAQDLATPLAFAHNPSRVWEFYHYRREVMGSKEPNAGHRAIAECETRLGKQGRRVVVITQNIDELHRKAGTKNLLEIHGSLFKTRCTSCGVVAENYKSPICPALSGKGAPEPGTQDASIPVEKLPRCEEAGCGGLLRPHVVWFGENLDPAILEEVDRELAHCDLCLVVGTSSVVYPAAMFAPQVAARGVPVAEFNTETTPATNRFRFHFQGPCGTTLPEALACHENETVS
DENV2 CPE: DENV2-induced cell death inhibition | 350,000 compounds, 1.7% hits | CPE inhibition, % at 9.99 µM | DENV2-infected cells, cytopathic effect rescue, plate reader | AID 651640; in the data active = CPE inhibition above about 20%, passing the limit was not always enough; inconclusive = no clear call, values can overlap the other calls; tested in BHK-21 cells;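 also: 0% = median of neutral control wells and 100% = median of positive control wells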
LGR2 antag: Drosophila LGR2 receptor signaling inhibition; HEK293 LGR2, CRE-luciferase, bursicon-stimulated, 4 h; inhibition, % at 9.99 µM; 380,000 compounds, 0.35% hits;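 active = drop in luminescence signal, shown as inhibition above about 50% in the replicate tests, limit read from the data, passing the limit was not always enough; inconclusive = probably only some replicates passing the limit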;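 also: agonist challenge used bursicon conditioned medium at about half maximal strength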
ARNT-TACC3 inh: ARNT/TACC3 interaction disruption | AlphaScreen His-ARNT PAS-B/GST-TACC3 binding, luminescence; TACC3 fragment carries E629A point mutation | Q9Y6A5 | inhibition, % at 9.99 µM | AID 623870 | 390,000 compounds, 0.66% hits;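 active = mean inhibition of replicates at least 50% and at least half of replicates each reaching 50%; inconclusive = half or more replicates reach 50% but mean below 50%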;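 also: 0% = complete ARNT plus TACC3 wells and 100% = ARNT alone without TACC3; many hits fall short of the cut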
CASP6 VEID inh: blocks human caspase-6 cleavage activity. purified caspase-6, Z-VEID-R110 cleavage fluorescence. inhibition, % at 12.5 µM. 350,000 compounds, 0.53% hits;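 active = mean inhibition across replicates at least about 35%, with every replicate also reaching that limit, limit read from the data; inconclusive = only one of the two criteria met; inactive = neither criterion met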;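 also: 0% = median of neutral control wells and 100% = no fluorescence left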
Target sequence (P55212 24-179 limits assumed): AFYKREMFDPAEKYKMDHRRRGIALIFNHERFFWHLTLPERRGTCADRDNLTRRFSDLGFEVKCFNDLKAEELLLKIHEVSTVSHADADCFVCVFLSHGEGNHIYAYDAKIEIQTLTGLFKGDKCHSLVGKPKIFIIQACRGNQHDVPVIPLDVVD
Target sequence (P55212 194-293 limits assumed): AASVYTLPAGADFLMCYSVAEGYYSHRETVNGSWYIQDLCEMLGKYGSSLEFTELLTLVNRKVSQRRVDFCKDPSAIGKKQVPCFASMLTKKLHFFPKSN
* hit, by the source's call; ? = inconclusive; · = not tested or not shown.

Screens in order: PAX8 reporter	DENV2 CPE	CASP6 VEID inh	EWS-Fli block	ARNT-TACC3 inh	LGR2 antag	SIRT5 inh
1: CC(Sc1nnc(-c2cccnc2)o1)C(=O)NC1CCCC1 (stereo unspecified)
→ 2	0	-2	-8	·	4	0
2: CC(=O)N1[C@H](CO)[C@@H](c2ccccc2)[C@@H]1CNC(=O)CN1CCOCC1
→ -4	6	8	2	-6	-2	-1
3: O=c1[nH]nnc2c1sc1nc(N3CCOCC3)c3c(c12)CCCC3
→ -15	-5	4	6	1	1	7
4: COc1ccc2[nH]c3c(c2c1)CCN1C(=O)C(CC(=O)NCCCn2ccnc2)C[C@H](C(=O)N2CCCCC2)[C@@]31CCc1ccccc1 (stereo partly specified)
→ 17	-9	-1	4	22	-8	-1
5: CCC(=O)N1CC(=O)N2[C@H](CO)[C@@H](c3ccc(-c4ccc(C#N)cc4)cc3)[C@@H]2C1
→ ·	12	0	5	·	-1	-4
6: C[C@H](CO)N1C[C@H](C)[C@@H](CN(C)S(=O)(=O)c2cn(C)cn2)Oc2ccc(NS(C)(=O)=O)cc2CC1=O
→ -4	·	·	-7	5	12	·
7: C[C@@H]1CN([C@@H](C)CO)C(=O)c2c(c3ccccc3n2C)-c2ccccc2CO[C@@H]1CN(C)S(=O)(=O)c1ccccc1F
→ 38	2	-1	9	8	21	3
8: CC1(C(=O)NS(=O)(=O)c2cccc(Cl)c2)CCN1C(=O)C1(c2ccc(Cl)cc2)CCC1 (stereo unspecified)
→ -4	-10	5	0	·	5	0
9: CCOC(=O)C1C(C(=O)OC)=C(C(=O)OC)c2ccccc2N1S(=O)(=O)C(F)(F)F (stereo unspecified)
→ 4	10	2	17	1	17	·
10: CCOC(=O)c1ccccc1NC(=O)COC(=O)CCNS(=O)(=O)c1cccs1
→ -20	-5	1	3	-1	-7	-1
11: Cc1ccc(S(=O)(=O)N(C)C[C@H]2Oc3ccc(NC(=O)Nc4ccc(C(F)(F)F)cc4)cc3CC(=O)N([C@H](C)CO)C[C@@H]2C)cc1
→ 82*	8	1	-4	-7	10	0
12: CCOC(=O)C[C@H]1c2cc(F)ccc2S(=O)(=O)N1C1CCCCC1
→ -3	-12	2	-2	1	-8	·
13: C[C@H]1CN([C@@H](C)CO)C(=O)c2cc(NC(=O)Nc3cccc4ccccc34)ccc2O[C@H]1CN(C)Cc1ccncc1
→ 6	1	1	·	2	-17	6
14: CCC(=O)N(C)C[C@H]1Oc2ncc(-c3ccc(F)cc3)cc2C(=O)N([C@H](C)CO)C[C@H]1C
→ ·	5	-1	3	-8	12	2
15: CCN1CCN(CCCNC(=O)C2CCCN(c3nc4c(C)cc(C)cc4s3)C2)CC1 (stereo unspecified)
→ -22	4	-13	-61	2	-20	1
16: COCC(=O)Nc1ccc2c(c1)C(=O)N(C)C[C@@H](OC)[C@@H](C)CN[C@@H](C)CO2
→ 8	·	·	1	-10	4	·
17: O=C1CC(N(CCc2ccccc2)C(=S)Nc2ccccc2)C(=O)N1c1ccc(F)cc1 (stereo unspecified)
→ 5	-3	-1	-7	-1	-4	-1
18: O=C(CC1CC1)N1CC2(C1)[C@H](c1ccccc1)[C@@H](CO)N2Cc1ccc(F)cc1
→ 4	3	0	2	·	-4	1
19: COc1ccc2nc(NC(=O)c3sc4nc(C)cc(C)c4c3N)sc2c1
→ -55	0	2	-18	-4	-74	3
20: Cc1ccc(-c2ccc([C@H]3[C@H]4CN(C(=O)Nc5ccc(F)cc5)CC(=O)N4[C@H]3CO)cc2)cc1
→ ·	19	-2	8	·	16	1
21: O=C(NNC(=O)C1[C@H]2CCCC[C@@H]12)NC1CCCCC1 (stereo partly specified)
→ -22	·	2	-4	·	1	-4
22: C=CCNC(=S)N1CCC(Cc2ccccc2)CC1
→ 1	?	-2	·	·	1	0
23: CCCC(=O)Nc1ccc2c(c1)C(=O)N(C)C[C@@H](OC)[C@H](C)CN(C(C)=O)[C@H](C)CO2
→ ·	4	4	0	-6	5	-1
24: Cc1ccc(C(=O)N2CCC3(CC2)NCCc2[nH]cnc23)cc1C
→ 28	3	5	-4	-2	6	-2
25: Cn1ccc2c(-c3ccc(C(C)(C)C)cc3)cc3c(c21)C1CCC3O1 (stereo unspecified)
→ 10	-2	-2	-11	·	-7	-1
26: O=C(CSc1nc2ccccc2[nH]1)Nc1nc(-c2ccccc2)c(-c2ccccc2)o1
→ 2	·	·	·	-6	-16	·
27: Cn1nnc(NC(=O)/C=C/c2ccco2)n1
→ 9	7	8	4	·	8	-7
28: CC(C)OC(=O)c1cccnc1N1CCN(c2cccc(Cl)c2)CC1
→ 12	-1	-1	19	-4	1	-4
29: Cc1cccc(NS(=O)(=O)c2ccc(C)c(C(=O)N3CCN(C(=O)c4ccco4)CC3)c2)c1
→ 8	2	-1	6	·	-5	-1
30: CC(=O)N(Cc1ccccc1)Cc1cn(CCC#N)nc1-c1cccc([N+](=O)[O-])c1
→ 28	3	-5	8	2	3	0
31: Cc1ccc(S(=O)(=O)N(C)C[C@H]2OCc3ccccc3-c3c(n(C)c4ccccc34)C(=O)N([C@H](C)CO)C[C@@H]2C)cc1
→ ·	-2	0	5	8	8	10
32: CO[C@H]1CN(C)C(=O)c2cc(NC(C)=O)ccc2OC[C@H](C)N(Cc2nccs2)C[C@H]1C
→ ·	-4	-3	-2	-5	-7	-3
33: C=CCNC(=O)c1cc(-c2cccnc2)nc2ccccc12
→ -8	-2	-3	-2	-3	-25	0
34: O=c1[nH]c(SCc2ccccc2Cl)nc2c1cnn2-c1ccccc1
→ 7	-6	3	-1	5	-11	2
35: CNC(=O)c1c(C)nn(-c2ccc(F)c(Cl)c2)c1-c1cc(C)on1
→ -4	?	-4	6	·	-4	-5
36: COc1cc(C2N(c3ccc(F)cc3)C(=O)C3CCCN32)cc(OC)c1OC (stereo unspecified)
→ -13	-4	-2	2	-13	13	-1
37: COc1ccc(N)cc1NC(=O)CN1CCCC1
→ 8	-4	-45	3	10	17	-5
38: COc1ccc(S(=O)(=O)Nc2ncccn2)cc1
→ -12	7	0	7	1	2	-2
39: C=CCN(c1ccc(OC)cc1)S(=O)(=O)c1ccc(Cl)c(C(=O)OCC(=O)c2c(N)n(C)c(=O)n(C)c2=O)c1
→ 31	0	-3	10	0	-18	0
40: CC(=NNC(=S)Nc1ccccc1)c1ccccn1
→ 29	-5	3	-4	·	27	7
41: COc1ccc(/C=C/C(=O)NCCSCc2ccco2)cc1OC
→ 9	?	4	12	-1	·	-2
42: O=C(COc1ccc(F)cc1Cl)Nc1ccc(S(=O)(=O)Nc2nccs2)cc1
→ ·	-3	2	-24	4	-13	-1
43: C[C@H]1CN([C@@H](C)CO)C(=O)c2cccc(NC(=O)c3cnccn3)c2O[C@H]1CN(C)Cc1ccncc1
→ -2	-1	-1	-1	-8	11	-1
44: O=C(N[C@H]1CC[C@H](CC(=O)N2CCC(Cc3ccccc3)CC2)O[C@H]1CO)c1cnccn1
→ 23	-3	0	6	-3	13	-1
45: CC1(C)Oc2ccc3ccc(=O)oc3c2C(/C=N/O)C1=O (stereo unspecified)
→ -11	11	1	5	-3	5	2
46: CC(=O)c1cccc(NC(=O)C(C)OC(=O)Cc2c[nH]c3ccccc23)c1 (stereo unspecified)
→ 5	0	-3	-5	4	-17	-2
47: CC(C)CCNC(=O)C(=O)Nc1ccc2c(c1)N(S(=O)(=O)c1cccs1)CCC2
→ 9	1	0	35	27	-21	-1
48: N/N=C(\c1ccccc1)c1cc(Cl)ccc1N
→ 0	2	4	7	3	-8	1
49: COC(=O)c1ccc(SC)cn1
→ -4	2	-2	2	·	-12	-4
50: CCCn1c(C(O)c2ccc(C)cc2)nc2ccccc21 (stereo unspecified)
→ 16	13	0	11	4	14	0
51: O=c1cc(CSc2ccc(Cl)cc2)nc(-c2ccncc2)[nH]1
→ 21	-2	-1	18	-5	23	-2
52: Cc1ccc(NC(=O)c2c(-c3ccccc3)noc2C)nc1
→ 8	·	·	·	-11	-30	·
53: CCCCC(=O)NC1=NC(=O)C(C)(C)S1
→ ·	·	1	11	-4	0	-4
54: CC(C)C[C@H](NC(=O)C1CCN(S(=O)(=O)c2ccccc2)CC1)C(=O)NCc1cccnc1
→ 7	3	-2	-3	2	5	-3
55: CC(C)NC(=O)N(C)C[C@@H]1Oc2ncc(-c3cncnc3)cc2C(=O)N([C@@H](C)CO)C[C@H]1C
→ -2	-1	·	-12	1	-4	-3
56: O=C(Nc1cc(F)ccc1F)N[C@H]1C=C[C@H](CC(=O)N2CCc3ccccc3C2)O[C@H]1CO
→ ·	13	1	-1	·	5	-1
57: O=S(=O)(Nc1cccc(-n2cnnn2)c1)c1ccc(Cl)cc1
→ 6	0	4	·	-3	16	-3
58: COc1ccc(NC(=O)N[C@H]2CC[C@H](CCNC(=O)CCN3CCCCC3)O[C@H]2CO)cc1
→ -14	4	8	3	5	-14	1
59: Cc1cccc2c1cnn2C(=O)Nc1ccccc1Cl
→ -19	-4	-2	-64	-6	2	-4
60: Fc1cccc(Cl)c1Cn1nnc2c(NCc3ccncc3)ncnc21
→ 17	·	-3	3	-2	9	1

Arranged by count of non-hydrogen atoms (largest number first): part of the list above
Screens in order: PAX8 reporter	DENV2 CPE	CASP6 VEID inh	EWS-Fli block	ARNT-TACC3 inh	LGR2 antag	SIRT5 inh
60: Fc1cccc(Cl)c1Cn1nnc2c(NCc3ccncc3)ncnc21
→ 17	·	-3	3	-2	9	1
52: Cc1ccc(NC(=O)c2c(-c3ccccc3)noc2C)nc1
→ 8	·	·	·	-11	-30	·
45: CC1(C)Oc2ccc3ccc(=O)oc3c2C(/C=N/O)C1=O (stereo unspecified)
→ -11	11	1	5	-3	5	2

Next section
Screens in order: PAX8 reporter	DENV2 CPE	CASP6 VEID inh	EWS-Fli block	ARNT-TACC3 inh	LGR2 antag	SIRT5 inh
61: COc1ccc(N2CSC(=S)N(c3ccc(OC)cc3)C2)cc1
→ -103	12	-3	-26	·	-23	-5
62: CCCCc1nnc(NC(=O)c2cccc(S(=O)(=O)N3CCN(C)CC3)c2)s1
→ 7	-1	-1	2	-5	17	2
63: Cc1ccc(S(=O)(=O)NN2C(=O)/C(=C/c3cccs3)SC2=S)cc1
→ -5	2	10	14	3	-13	5
64: COc1ccc(NC(=O)CCNC(=O)C2CCN(S(=O)(=O)c3ccc(OC)cc3)CC2)cc1
→ -3	-7	-2	-2	3	2	-4
65: CCCc1cc2c(=O)c(-c3nc4ccccc4s3)c(COCC(=O)O)oc2cc1O
→ -23	-12	3	-13	-1	-7	3
66: O=C1CN(C(=O)COC(=O)c2ccc[n+]([O-])c2)c2ccccc2N1
→ -3	0	-2	5	·	33	7
67: O=C(c1cccs1)N1CCN(Cc2nc(-c3ccccc3)no2)CC1
→ -70	-1	-3	-34	·	-27	·
68: COCCNC(=S)N(CCc1c(C)[nH]c2ccc(Cl)cc12)Cc1cccs1
→ 18	-3	0	15	3	20	1
69: Nc1ncc(Br)cc1S(=O)(=O)NCCC(=O)N1CCN(c2ccccc2)CC1
→ -5	11	-4	3	0	12	0
70: O=C(NCCc1ccccc1)c1c[nH]c2ccc(F)cc2c1=O
→ -21	-1	0	-25	-1	-8	-2

An unsorted share of the library. Share with any hit: about 4.9%.
